dFosB activator: activators of mouse delta FosB homodimer; P13346; purified delta FosB, TAMRA-CDK5 oligo fluorescence polarization; percent of positive-control signal above neutral wells; activation, % at 25 µM; hit rate 0.99% among 340,000; AID 493131;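 active = mean activation above about 17%, with every replicate also reaching it, limit read from the data, passing the limit was not always enough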;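 note: fluorescence polarization rise as delta FosB binds a TAMRA Cdk5 AP-1 oligo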
NSD2 inh: inhibitors of human histone methyltransferase NSD2; O96028; NSD2 peptide methylation, AlphaScreen, 120 min; inhibition, % at 12.5 µM; hit rate 0.54% among 310,000; AID 743445; in the data active = inhibition above about 50%
PvdQ inh: blocks Pseudomonas aeruginosa PvdQ acylase activity | AID 488965 | hit rate 0.063% among 340,000 | inhibition, % at 10 µM | purified PvdQ acylase, fluorescence plate reader; in the data active = inhibition above about 30%, passing the limit was not always enough;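 note: 0% = vehicle neutral wells and 100% = reference inhibitor wells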
SR-BI HDL uptake: inhibitors of mouse SR-BI mediated HDL lipid uptake; Q61009; ldlA[mSR-BI] CHO cells, DiI-HDL uptake fluorescence, 3 h; inhibition, % at 12.5 µM; hit rate 0.96% among 320,000; AID 488896;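 active = mean replicate inhibition of at least 70% and a set share of replicates each scoring 70 or more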;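 note: 0% = median of neutral control wells and 100% = median of positive control wells; values of inactives mirror those of a sister screen read the other way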
Target sequence (Q61009 whole entry, looked up): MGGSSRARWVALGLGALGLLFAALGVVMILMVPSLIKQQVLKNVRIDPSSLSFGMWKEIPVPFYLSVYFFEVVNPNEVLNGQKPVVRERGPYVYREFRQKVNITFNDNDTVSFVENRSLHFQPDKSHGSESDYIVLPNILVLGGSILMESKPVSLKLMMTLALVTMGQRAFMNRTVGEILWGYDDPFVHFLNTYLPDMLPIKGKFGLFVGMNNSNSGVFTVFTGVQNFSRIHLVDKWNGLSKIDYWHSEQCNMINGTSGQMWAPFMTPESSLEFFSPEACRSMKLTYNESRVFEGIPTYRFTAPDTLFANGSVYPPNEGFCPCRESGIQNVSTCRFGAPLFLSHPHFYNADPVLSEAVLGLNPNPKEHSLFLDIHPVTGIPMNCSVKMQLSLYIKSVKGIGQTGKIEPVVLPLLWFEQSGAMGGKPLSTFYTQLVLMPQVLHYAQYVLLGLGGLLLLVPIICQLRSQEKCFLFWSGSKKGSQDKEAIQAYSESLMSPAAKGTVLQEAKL
HTR5A ag ctr: counter-screen for OPRM1-OPRD1 agonists: human HTR5A agonism; P47898; HTR5A agonist assay, luminescence, cell-based; activation, % at 9.3 µM; hit rate 0.61% among 340,000; AID 504692; in the data active = activation mostly above about 9.5%, no sharp cut-off; inactive = mostly below about 7.6%;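 note: 0% = cells with vehicle only and 100% = reference agonist; strong numbers were not always called active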
Target sequence (P47898 whole entry, looked up): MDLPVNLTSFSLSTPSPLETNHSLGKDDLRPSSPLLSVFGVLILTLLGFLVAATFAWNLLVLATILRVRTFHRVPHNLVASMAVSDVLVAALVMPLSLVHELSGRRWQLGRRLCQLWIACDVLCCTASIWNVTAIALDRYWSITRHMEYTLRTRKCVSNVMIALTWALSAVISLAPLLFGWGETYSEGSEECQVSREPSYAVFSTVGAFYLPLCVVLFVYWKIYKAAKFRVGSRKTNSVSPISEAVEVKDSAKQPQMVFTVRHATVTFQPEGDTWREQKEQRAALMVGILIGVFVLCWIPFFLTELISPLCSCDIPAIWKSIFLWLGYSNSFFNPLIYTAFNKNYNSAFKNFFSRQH
MITF TRPM1 HTS: activators of MITF-driven TRPM1 promoter activity in SK-MEL-5 cells | AID 588334 | SK-MEL-5 TRPM1-promoter luciferase, 24 h; % of positive control, neutral wells = 0 | activation, % at 12.5 µM | hit rate 0.75% among 300,000;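 active = mean activation of at least 80% with every replicate also reaching 80%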;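 note: 0% = neutral control wells and 100% = parthenolide positive control wells; values of inactives mirror those of a sister screen read the other way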
V-ATPase pH: alters yeast V-ATPase proton transport; S. cerevisiae, pHLuorin cytosolic pH fluorescence; response, % at 10 µM; hit rate 0.37% among 350,000; AID 504577; in the data active = response mostly above about 7.3%, no sharp cut-off; inactive = mostly below about 5.4%; note: actives read high; inactives centre near 0; some compounds called inactive have numbers as strong as hits; reference of the scale not given here
HTR5A inv ag: counter-screen for OPRM1-OPRD1 inverse agonists: human HTR5A inverse agonism; P47898; HTR5A cell line, luminescence; inhibition, % at 9.3 µM; hit rate 0.083% among 340,000; AID 504634; in the data active = inhibition mostly above about 23%, no sharp cut-off; inactive = mostly below about 18%;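 note: 0% = cells with DMSO and 100% = no-cell wells with DMSO; some compounds called inactive have numbers as strong as hits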
CDK5 p35 inh: CDK5/p35 (human) kinase inhibition; AID 488839; Q00535+Q15078; inhibition, % at 10 µM; hit rate 0.01% among 330,000; Recombinant CDK5/p35, ADP-Glo luminescence, 60 min;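 active = highest replicate inhibition of at least 50% and at least 75% of replicates reaching 50%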;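 note: plate controls were DMSO neutral control for no effect and GW8510 at 10 µM for full effect; many of its hits are not listed in these tables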
Wnt act: activates Wnt/beta-catenin signaling in a reporter cell assay; hit rate 1.2% among 300,000; AID 743398; activator, plate reader; activation, % at 9.35 µM; in the data active = activation above about 30%, passing the limit was not always enough;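 note: 0% = neutral control wells and 100% = positive control wells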
Numbers without * were called inactive; · = not tested or not shown; & = joins results of further samples. The list is partial; the hit share may differ from the screen's.

entry	SMILES	dFosB activator	NSD2 inh	PvdQ inh	SR-BI HDL uptake	HTR5A ag ctr	MITF TRPM1 HTS	V-ATPase pH	HTR5A inv ag	CDK5 p35 inh	Wnt act
1	CCOC(=O)C1C(=O)NC23CCCC2C1c1ccccc1O3 (stereo not given)	6	-3	-11	-19	3	·	6	16	-0.8	·
2	C=CCn1c(O)c(C(CC)=Nc2ccc(C(=O)O)cc2)c(=O)[nH]c1=O	-6	2	-15	-5	4	3	-6	-11	0.6	-3
3	Cc1cc(C)c(-n2c(O)c(/C=N/NC(=O)c3ccncc3)c(=O)[nH]c2=O)c(C)c1	-4	0	8	6	·	·	-7	·	0.4	0
4	C=CCn1c(O)c(N=Nc2c(C)n(C)n(-c3ccccc3)c2=O)c(=O)[nH]c1=S	-1	-6	-9	12	-4	7	4	23	-0.7	·
5	CC(=O)CC(c1ccccc1[N+](=O)[O-])c1c(O)c2ccccc2oc1=O (stereo not given)	-4	1	-1	11	0	-12	-2	-33	-0.9	0
6	CCCCn1c(O)c(C(C)=NC(C)c2ccccc2)c(=O)[nH]c1=O (stereo not given)	-4	2	-11	-1	-1	12	0	-9	0.4	-6
7	Cn1c(=O)[nH]c2nncnc2c1=O	-5	54*	1	·	-2	-6	-2	-15	0.6	1
8	CC1=CC(=C2C(=O)NC(=O)NC2=O)C=C(C(F)(F)F)N1Cc1ccccc1	-12	-1	7	-11	-2	-9	·	13	2.7	·
9	O=C(CN1CCOCC1)NCC(=O)Nc1ccc(Br)cc1C(=O)c1ccccc1	-2	-3	-8	13	10	-13	1	-31	-1.0	·
10	CC1=C(N2CC2)C(=O)C(CO)=C(N2CC2)C1=O	-5	·	-11	-3	-8	·	1	30	-4.5	-6
11	COc1ccc2c(c1OC)CN1CCc3cc4c(cc3[C@H]1C2)OCO4	1	·	-13	4	9	10	7	-25	-1.3	·
12	CCCCn1c(C)c(C(=O)O)c2cc(OC)ccc21	4	1	6	-26	-1	-10	1	0	0.5	-1
13	O=C1CC2OCC=C3CN4CCC56c7cc([N+](=O)[O-])ccc7N1C5C2C3CC46 (stereo not given)	1	-3	-7	-10	-3	0	-2	8	-0.7	-1
14	Cc1cc(C)nc(/N=C(\N)c2c(O)[nH]c(=O)[nH]c2=O)n1	-27	-3	5	-2	1	·	-3	-2	-1.6	-1
15	CC(=O)Nc1cc([As](=O)(O)O)ccc1O	6	·	-5	-6	-3	-6	1	11	-1.1	0&1
16	Cc1nn(CC(=O)N2CCC3(CC2)OCCO3)c(=O)c2cc3ccccc3n12	-3	-3	-6	-21	0	-2	0	12	0.2	-3
17	c1ccc(C(c2ccccc2)c2ccncc2)cc1	-5	-1	-9	0	-1	13	1	2	-0.5	-2
18	Clc1ccccc1CNC1CN2CCC1CC2 (stereo not given)	9	-1	0	-26	5	-3	1	10	-2.2	-3
19	Oc1cc2c(cc1CN1CCN(c3ccc(F)cc3)CC1)OCO2	-3	-3	-7	·	0	3	7	-5	0.1	-2
20	Cc1ccc(OCC(=O)N2CCN(Cc3ccc4c(c3)OCO4)CC2)cc1	-1	-2	8	7	-5	-1	9	12	3.1	22
21	CCOc1ccc(-n2c(O)c(C=NCCCn3ccnc3)c(=O)[nH]c2=O)cc1	-4	10	-10	-7	1	·	0	6	-1.0	·
22	COc1ccc(CN2C(=O)CC(=O)NC2=O)cc1	5	-1	-7	-28	2	-4	4	-4	-1.0	3
23	CCOC(=O)c1nc2ccccc2c(=O)n1-c1ccc(C)cc1	-5	1	2	-23	-5	·	0	12	0.2	-2
24	COc1ccc(Cl)cc1N=Cc1c(O)n(C)c(=O)n(C)c1=O	-9	-5	-2	29	3	-7	-5	-9	0.0	2
25	O=C(NCc1cccnc1)Nc1ccc([N+](=O)[O-])cc1	-3	0	-4	-24	3	4	0	-7	1.9	3
26	Fc1ccc(C2=CCN(C(c3cccs3)c3nnnn3CCc3ccccc3)CC2)cc1 (stereo not given)	-9	5	-6	33	4	3	-3	-25	2.3	·
27	CN1CCN(c2ccc(F)cc2N)CC1	2	12	-13	-4	-1	-10	-1	13	0.1	2
28	CCCCC(=O)N/N=C/c1c(O)n(-c2ccccc2)c(=O)[nH]c1=O	2	-4	-5	13	-1	·	-4	17	-0.3	-2
29	C[C@]12C=CC(=O)C=C1CC[C@@H]1C2CC[C@]2(C)OC(=O)CCC12 (stereo not given in full)	6	0	-15	1	1	-7	-3	-5	-1.1	1
30	CC1=CC(=O)OC2CC3OC4C[C@@H](C)C5OC6CC7O[C@]8(C)C/C=C\C9OC%10CC%11OC(CC(C)CO)CC(O)[C@]%11(C)OC%10CC9OC8C[C@]7(C)O[C@]6(C)CCC5OC4C[C@]3(C)OC12 (stereo not given in full)	-20	·	-12	2	0	-4	3	-7	-0.4	2
31	COc1ccccc1N=Cc1c(O)n(C)c(=O)n(C)c1=O	-16	·	-4	-12	3	1	0	-24	1.3	·
32	COC(=O)C1=C(C(=O)OC)SC2(S1)C(C(=O)OC)=C(C(=O)OC)Sc1c2ssc1=O	-12	·	-19	-10	-4	-101	7	15	-3.2	-4

7 entries from above in a different format.
Values in the order – dFosB activator, NSD2 inh, PvdQ inh, SR-BI HDL uptake, HTR5A ag ctr, MITF TRPM1 HTS, V-ATPase pH, HTR5A inv ag, CDK5 p35 inh, Wnt act
25. O=C(NCc1cccnc1)Nc1ccc([N+](=O)[O-])cc1
    -3, 0, -4, -24, 3, 4, 0, -7, 1.9, 3
26. Fc1ccc(C2=CCN(C(c3cccs3)c3nnnn3CCc3ccccc3)CC2)cc1 (stereo not given)
    -9, 5, -6, 33, 4, 3, -3, -25, 2.3, ·
27. CN1CCN(c2ccc(F)cc2N)CC1
    2, 12, -13, -4, -1, -10, -1, 13, 0.1, 2
28. CCCCC(=O)N/N=C/c1c(O)n(-c2ccccc2)c(=O)[nH]c1=O
    2, -4, -5, 13, -1, ·, -4, 17, -0.3, -2
29. C[C@]12C=CC(=O)C=C1CC[C@@H]1C2CC[C@]2(C)OC(=O)CCC12 (stereo not given in full)
    6, 0, -15, 1, 1, -7, -3, -5, -1.1, 1
30. CC1=CC(=O)OC2CC3OC4C[C@@H](C)C5OC6CC7O[C@]8(C)C/C=C\C9OC%10CC%11OC(CC(C)CO)CC(O)[C@]%11(C)OC%10CC9OC8C[C@]7(C)O[C@]6(C)CCC5OC4C[C@]3(C)OC12 (stereo not given in full)
    -20, ·, -12, 2, 0, -4, 3, -7, -0.4, 2
31. COc1ccccc1N=Cc1c(O)n(C)c(=O)n(C)c1=O
    -16, ·, -4, -12, 3, 1, 0, -24, 1.3, ·

The list goes on.
entry	SMILES	dFosB activator	NSD2 inh	PvdQ inh	SR-BI HDL uptake	HTR5A ag ctr	MITF TRPM1 HTS	V-ATPase pH	HTR5A inv ag	CDK5 p35 inh	Wnt act
33	CCN1CCN(C(=O)COc2ccc(S(=O)(=O)Nc3ccc(Cl)cc3)cc2)CC1	-3	0	17	-8	3	2	8	-4	0.0	-2
34	COC(=O)C1=C(c2cccc(OCc3ccccc3)c2)C[C@@H]2CC[C@H]1N2C(=O)NC1CCN(Cc2ccccc2)CC1	-1	·	-1	10	5	-31	-1	-12	-0.8	-6
35	N#CC1=C(N)Oc2c(c(=O)oc3ccccc23)C1c1ccc([N+](=O)[O-])o1 (stereo not given)	-12	21	-6	2	-5	-12	2	14	-2.9	-1
36	O=C(c1ccc2c(c1)OCO2)C1CCCN(CC2CCCCC2)C1 (stereo not given)	-6	3	-13	-18	-3	13	2	9	-0.1	0
37	CCCCc1nc2ccccc2c(=O)n1-c1ccccc1[N+](=O)[O-]	-4	1	-14	18	-1	-16	-2	-29	1.0	·
38	Cc1cc(NCCN)nc2ccccc12	15	1	-1	-37	10	-1	0	-25	0.3	·
39	O=S(=O)(c1ccc(Cl)cc1)N1CCCCC1c1cccnc1 (stereo not given)	-12	-1	15	-16	3	-4	-3	2	1.5	-1
40	O=C(O)C1CN2CCC1CC2 (stereo not given)	-2	-2	-15	-1	-3	·	-1	-16	-1.1	·
41	COc1cc(C(c2c(C)[nH]n(-c3ccccc3)c2=O)c2c(C)[nH]n(-c3ccccc3)c2=O)cc(OC)c1OC	-3	17	0	-16	-4	-17	2	-18	1.1	1
42	COC(COC(N)=O)C1=C(N2CC2)C(=O)C(C)=C(N2CC2)C1=O (stereo not given)	2	20	-5	-22	1	·	0	-3	-2.4	-3
43	O=c1[nH]c(=S)n(C2CC2)c(O)c1/C=N/Nc1ccccc1	-7	8	-7	17	1	-9	4	-1	-0.5	18
44	CCN1CCN(c2ccc(NC(=O)C(C)C)cc2Cl)CC1	4	0	1	-12	-3	12	3	9	-2.4	·
45	COC(=O)c1ccc(COc2cc(C)cc3oc(=O)c4c(c23)CCCC4)o1	-26	1	-6	53	-9	1	-5	22	3.8	·
46	O=C1NC(=O)C(=Cc2ccc(Oc3ccc([N+](=O)[O-])cc3)cc2)C(=O)N1	-10	·	0	-16	-3	1	2	19	1.0	·
47	CN(C(=O)c1ccc(Cl)nc1)C1(c2ccccc2Cl)CCCCC1=O (stereo not given)	-7	2	-10	1	1	6	4	-2	0.3	0
48	CN1CCN(c2ccc(Cl)cc2N)CC1	-3	7	-7	-9	2	·	5	0	-2.7	-1
49	Cc1ccc(N)cc1Cl	2	0	-14	-14	-3	·	4	-4	-0.7	-1
50	CC/C(=N\NC(=O)c1ccccc1O)c1c(O)n(C2CCCCC2)c(=O)[nH]c1=O	1	12	1	70	1	-8	-5	-4	0.4	0
51	C=C1[C@H]2C[C@H]3[C@H]4N5C[C@]6(C)CCC[C@]47[C@H]([C@H]2O)[C@]3(C[C@]5(O)[C@H]67)[C@@H]1O	2	·	-3	-7	6	-6	-1	24	-0.6	-1
52	CCOP(=O)(Nc1ccc2c(c1)C(=NNC(N)=S)c1ccccc1-2)OCC	-17	1	-10	28	1	-8	-2	-3	-1.5	-3
53	C=CCn1c(O)c(C(C)=NCCO)c(=O)[nH]c1=O	-1	-2	-15	-2	-4	-14	0	14	0.9	-15
54	C[n+]1c(-c2ccccc2)cc(-c2ccc(Cl)cc2)cc1-c1ccccc1	0	0	-6	42	3	-43	0	-4	1.3	-9
55	CC1CN=C(Nc2cccc3ccccc23)S1 (stereo not given)	-1	22	-1	5	8	15	3	-29	0.7	·
56	COCCNC(=O)CN1C(=O)CN=C(c2ccccc2)c2ccccc21	7	1	-5	-12	0	1	3	-8	0.5	0
57	C=CCC1(CN2CCCC2=O)C(=O)NC(=O)NC1=O	4	-2	-10	-1	-5	-1	-1	18	-0.1	·
58	CN1CCC(C)(O)C2CCCCC21 (stereo not given)	-3	-3	-14	-31	-1	2	6	2	-0.2	-2
59	C=CCn1c(O)c(C(CC)=NC2CC2)c(=O)[nH]c1=O	3	0	0	-23	-1	-10	-2	3	-1.5	-4
60	CN(CC(=O)Nc1ccccc1-c1ccccc1)C1CCCCC1	-6	-3	-3	37	8	·	2	-20	-0.8	·
61	O=C1/C(=C\c2ccc3c(c2)OCO3)N2CCC1CC2	7	4	-14	-21	-1	3	-1	3	1.4	1
62	O=C(c1ccc(F)cc1Cl)N1CCC2(CC1)OCCO2	-3	-3	-5	10	-5	-5	3	1	-0.5	0

Screening data (PubChem BioAssay)
